Gal4-VP16 FLuc: Gal4-VP16 reporter inhibition counter-screen; Drosophila S2 Gal4-VP16 UAS-luciferase, luminescence, 20 h; Potency, µM (titrated, usually from 53.6 µM), without a hit: at the top dose activity, negative = inhibition, usual class: inhibitors; actives 3.5% (n = 310,000); AID 2546;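 note: Gal4-VP16 expression switched on by copper sulfate through the metallothionein promoter; potency is the fitted concentration of half-maximal effect; % is set by controls: 0 for no effect and ±100 for the full control effect; nearly all actives have a fitted effect of over 50% in size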
BRCA1 expr up: BRCA1 expression activation; MCF7-BRCA1-FFLuc reporter, luminescence, 48 h; response scale: scaled: vehicle 0%, 10 µM genistein 100%; Potency, µM (series often up to 46.1 µM), for the others: at the highest dose activation, actives largely listed as activators; actives 1.1% (n = 380,000); note: potency is the fitted concentration of half-maximal effect; nearly all actives have a fitted effect of over 80% in size; some results filed as inactive show a strong effect at the top dose
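First, MCF7-BRCA1-FFLuc cells (2000/well) attach for 2 h; next, compounds are pin-added and incubated 48 h at 37 °C; finally, luciferase reagent is added and luminescence read after 15 min.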
NPC1 prom act: NPC1 promoter activation. Huh7 NPC1 promoter luciferase reporter, 24 h. Potency, µM (doses to about 9.22 µM), for the others: at the highest dose activation, actives largely listed as activators. actives 2.4% (n = 320,000);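 note: potency is the fitted concentration of half-maximal effect; % of control where 0% means no effect; nearly all actives have a fitted effect of over 60% in size; reporter is driven by a mutant NPC1 promoter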
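NPC1 promoter–luciferase Huh7 cells; 24 h compound; luminescence.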
RORgamma inh: blocks mouse ROR gamma transcriptional activity | Drosophila S2 Gal4-RORgamma UAS-luciferase reporter, 20 h | Potency, µM (series often up to 53.6 µM), inactives show at the top dose activity change, negative = inhibition, actives largely listed as inhibitors | AID 2551 | actives 5.4% (n = 310,000); note: potency is the fitted concentration of half-maximal effect; % is set by controls: 0 for no effect and ±100 for the full control effect; nearly all actives have a fitted effect of over 60% in size
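Compounds are pin-transferred onto Drosophila Schneider cells expressing a copper-inducible Gal4–ROR gamma transactivation domain fusion. After 1 hr, copper sulfate is added to 700 uM final; luciferase is read 20 hr later.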
p53 reactivation: mutant p53 re-activation in reporter cells; H1299 p53-A138V BP100-luciferase reporter, luminescence, 24 h; Potency, µM (titrated, usually from 92.2 µM), inactives show at the top dose activity change, positive = activation, actives largely listed as activators; actives 0.063% (n = 320,000); AID 504706; note: potency is the fitted concentration of half-maximal effect; % of control where 0% means no effect; nearly all actives have a fitted effect of over 45% in size
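H1299 (p53-null), stable ts p53-A138V + BP100-Luc; 1000 cells/well, Opti-MEM/10% FBS; cpd 4 pt, 1:5; 24 h, 37 deg C, 5% CO2; detection reagent 10 min RT; luminescence.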
Giardia killer: Giardia lamblia killing | Giardia lamblia trophozoite viability | activity change, % at 7.66 µM, hits read low | actives 0.15% (n = 340,000) | AID 540267; in the data active = activity change below about -80%; inconclusive = between about -30% and that limit;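 note: parasites exposed to compound for two days anaerobically before the ATP read; % is set by controls: 0 for no effect and ±100 for the full control effect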
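Trophozoites 100 cells/well + cpd; 48 hrs, 37 deg C, anaerobic. ATPLite 1-Step added, 15-30 min RT, luminescence read (ATP-based viability).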
FLuc modulator: inhibits or activates purified firefly luciferase, miR-21 counter-screen | actives 6.9% (n = 360,000) | P08659 | Potency, µM (highest dose often 57.5 µM), inactives show top-dose activity change, negative = inhibition, hits mostly inhibitors | purified FLuc, Km substrates, luminescence inhibition;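 note: potency is the fitted concentration of half-maximal effect; plate controls were vehicle for no effect and reference inhibitor for full effect; nearly all actives have a fitted effect of over 55% in size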
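Purified P. pyralis luciferase, 10 nM final, with Km-level 10 uM D-luciferin and 10 uM ATP in 50 mM Tris acetate pH 7.5, 10 mM Mg acetate, 0.01% Tween-20, 0.05% BSA; 6-point qHTS titration about 60 µM downward; luminescence read.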
Menin MLL FP TR: displaces Texas Red mutant MLL peptide from human menin; O00255; Menin + Texas Red MLL mutant peptide, fluorescence polarization; Potency, µM (doses to about 61.6 µM), without a hit: top-dose FP activity change, negative = inhibition, most hits filed as inhibitors; actives 0.23% (n = 270,000); AID 1768; active = well fitted inhibition curve with a large enough effect in the polarisation, with a control signal flat, not every such curve was filed as active; inconclusive = small, poorly fitted or top-dose-only effect, or effect the other way, or a change in a side signal; inactive = no such curve, though single readings can be large or run the other way; the % refers to the polarisation; note: potency is the fitted concentration of half-maximal effect; % of control where 0% means no effect; many of its hits are not listed in these tables
Target sequence (O00255 whole entry, looked up): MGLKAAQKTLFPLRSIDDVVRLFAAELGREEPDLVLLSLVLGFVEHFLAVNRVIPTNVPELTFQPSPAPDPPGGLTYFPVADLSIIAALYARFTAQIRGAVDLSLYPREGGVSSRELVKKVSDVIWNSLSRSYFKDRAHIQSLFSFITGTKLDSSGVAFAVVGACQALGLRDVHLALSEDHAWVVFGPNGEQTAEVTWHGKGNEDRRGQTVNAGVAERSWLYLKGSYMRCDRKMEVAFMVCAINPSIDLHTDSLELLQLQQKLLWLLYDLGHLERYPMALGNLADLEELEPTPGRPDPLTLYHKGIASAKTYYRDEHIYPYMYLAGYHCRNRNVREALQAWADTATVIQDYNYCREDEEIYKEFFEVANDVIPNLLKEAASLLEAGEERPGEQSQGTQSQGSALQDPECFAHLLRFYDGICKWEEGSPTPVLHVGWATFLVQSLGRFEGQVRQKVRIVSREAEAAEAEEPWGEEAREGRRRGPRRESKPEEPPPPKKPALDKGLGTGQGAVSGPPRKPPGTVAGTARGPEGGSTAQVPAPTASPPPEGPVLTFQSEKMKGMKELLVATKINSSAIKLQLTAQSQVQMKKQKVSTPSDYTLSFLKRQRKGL
Rab9 prom act: activators of Rab9 promoter; AID 485297; Huh7 Rab9 promoter-luciferase reporter, luminescence, 24 h; Potency, µM (doses to about 9.22 µM), inactives show at the top dose activation, negative = inhibition, most hits filed as activators; actives 2.8% (n = 320,000); note: potency is the fitted concentration of half-maximal effect; % of control where 0% means no effect; nearly all actives have a fitted effect of over 60% in size
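Luminescence read-out: Huh7 cells stably expressing Rab9-luciferase, treated 24 h with compound at 37 °C, then lysed with luciferase reagent for 10 min at ambient before reading.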
PKM2 activator: increases activity of human pyruvate kinase M2; purified PKM2, Kinase-Glo ATP luminescence, activation; response scale: 0% is enzyme alone, no compound; Potency, µM (highest dose often 57.5 µM), without a hit: at the highest dose activation, usual class: activators; actives 0.34% (n = 260,000); note: potency is the fitted concentration of half-maximal effect; % is set by controls: 0 for no effect and ±100 for the full control effect; nearly all actives have a fitted effect of over 55% in size
Target sequence (P14618 whole entry, looked up): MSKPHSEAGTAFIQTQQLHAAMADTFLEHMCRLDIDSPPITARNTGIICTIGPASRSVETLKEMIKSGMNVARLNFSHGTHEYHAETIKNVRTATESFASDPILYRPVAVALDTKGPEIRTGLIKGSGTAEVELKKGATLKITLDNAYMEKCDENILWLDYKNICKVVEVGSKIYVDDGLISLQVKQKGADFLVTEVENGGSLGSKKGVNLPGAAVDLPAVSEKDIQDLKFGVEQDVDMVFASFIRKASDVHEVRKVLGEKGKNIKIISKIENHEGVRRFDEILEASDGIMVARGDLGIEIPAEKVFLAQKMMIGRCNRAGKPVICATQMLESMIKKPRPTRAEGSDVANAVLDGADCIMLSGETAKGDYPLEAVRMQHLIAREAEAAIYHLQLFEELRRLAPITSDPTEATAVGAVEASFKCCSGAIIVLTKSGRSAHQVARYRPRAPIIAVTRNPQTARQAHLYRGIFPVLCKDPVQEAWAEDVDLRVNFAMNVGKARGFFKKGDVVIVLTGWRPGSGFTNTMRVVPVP
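hPK-M2, >95% pure; 0.1 mM ADP / 0.5 mM PEP final; imidazole pH7.2 buffer w/ 7 mM MgCl2, 50 mM KCl; 1 h RT; Kinase-Glo lum. Intermediate enzyme activity for dual inhibitor/activator qHTS.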
ELG1 genotoxic: genotoxicity induction in ELG1-luciferase HEK293T cells. Potency, µM (titrated, usually from 46 µM), for inactives: at the highest dose activity change, positive = activation, actives largely listed as activators. HEK293T ELG1-luciferase reporter, luminescence, 16 h. actives 1.3% (n = 330,000). AID 504466; note: potency is the fitted concentration of half-maximal effect; % of control where 0% means no effect; nearly all actives have a fitted effect of over 60% in size
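Reporter readout depends on ELG1 protein level, which increases with genetic stress. After 16 hr compound exposure at 37 °C, luciferase activity was quantified using ONE-Glo.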
* hit, by the source's call; ? = inconclusive; . = not tested or not shown; [ ] = dose if it differs, or a comment. Unless noted, calls come from the whole dose curve; as a rule, active = well fitted curve in the direction sought with a large enough effect; inconclusive = small, poorly fitted or top-dose-only effect, or another doubt; inactive = no such curve, though single readings can be large; an effect the other way counts as inactive or inconclusive.

canonical_smiles	Gal4-VP16 FLuc	BRCA1 expr up	NPC1 prom act	RORgamma inh	p53 reactivation	Giardia killer	FLuc modulator	Menin MLL FP TR	Rab9 prom act	PKM2 activator	ELG1 genotoxic
COc1cc(S(=O)(=O)NCc2ccncc2)c(OC)cc1Br	-2%	-30%	-8%	24%	8%	-17	1%	.	-11%	.	-6%
O=C(CCOc1ccccc1)N1CCN(S(=O)(=O)c2ccccc2F)CC1	.	-8%	-2%	.	-3%	25	4%	.	-6%	.	2%
COC(=O)CSc1nnc(-c2ccccc2OC)n1-c1ccc(C)cc1	-8%	7%	-3%	-13%	1%	3	-2%	-17%	6%	-3%	3%
CCn1c(C)nc2cc(C(=O)NNS(=O)(=O)c3ccc(C)c(C)c3)ccc21	?	0%	-3%	?	-3%	-8	-15%	-3%	0%	0%	-2%
COc1ccc(CN(C)Cc2nc(Cc3ccccc3Cl)no2)cc1OC	?	0%	-6%	37%	-5%	-19	0%	-5%	0%	-1%	-7%
CC(C)NC(=O)/C(=C/c1ccco1)c1ccccc1	-2%	-7%	1%	10%	-1%	-1	4%	-19%	5%	3%	-1%
CNC(=O)Nc1cccc2cccnc12	-1%	29%	-2%	-3%	3%	-12	5%	.	-5%	-3%	-1%
C1=CC2CCC1ON2c1ccccc1 (stereo not drawn)	-1%	0%	-3%	11%	-11%	-7	0%	-8%	-2%	2%	0%
CS(=O)(=O)N(Cc1ccccc1)c1ccccc1C(=O)Nc1ccccc1C(=O)NCc1ccco1	12%	-7%	-5%	-1%	-4%	8	7%	6%	-2%	-1%	-2%
O=C(CNC(=O)N1CC(=O)Nc2ccccc21)NCc1ccccc1Cl	-1%	-2%	0%	20%	2%	-25	-2%	19%	15%	.	0%
Cc1ccc(C(O)(COC(=O)C(C)C)COC(=O)C(C)C)c(O)c1	32µM*	-60%[inhibitor]	-3%	-106%	9%	1	2%	-5%	10%	3%	0%
COc1cc(NC(=O)Cc2ccccc2)c(C(=O)O)cc1OC	-1%	-38%	-2%	9%	2%	-20	-15%	3%	-4%	-3%	4%
Cc1ccc(S(=O)(=O)Nc2ccccc2C(=O)Nc2nc(-c3ccc(F)cc3)cs2)cc1	-8%	-76%	-12%	16%	28%	-20	?	6%	-20%	-18%	-2%
O=c1ccc2ccc(Oc3ccc(Cl)cc3[N+](=O)[O-])cc2o1	14%	4%	2%	4%	3%	0	-19%	2%	-6%	1%	2%
CCOC(=O)C1C(=O)NCC2CCCC21 (stereo not drawn)	7%	-25%	-1%	1%	-1%	4	-3%[2.3 µM]	5%	3%	-6%	0%
COc1ccc(S(=O)(=O)N2CCC(C)CC2)cc1OC	-7%	-3%	0%	1%	-7%	9	3%	-16%	-4%	-3%	-1%
Oc1ccc2nc(Cc3ccccc3)[nH]c2c1	-24%	4%	0%	?	12%	10	?	7%	0%	?	7%
CN(C(=O)c1ccc(NC(=O)Cc2cccc(NC(=O)C3CCN(C(=O)c4ccccc4)CC3)c2)cc1)C1CCCC1	.	0%	2%	.	7%	7	-12%	.	7%	.	5%
CC(=O)Nc1nc2c(s1)C(=O)NCCC2	7%	-5%	-2%	-10%	-1%	-6	2%	-12%	-4%	4%	-1%
CCn1c(SCc2cc(=O)[nH]c3ccccc23)nnc1C1CC1	?	-5%	-1%	6%	-1%	-10	0%	7%	2%	-3%	1%

Ordered by value in Menin MLL FP TR (largest number first): some entries from above
mol | BRCA1 expr up | NPC1 prom act | RORgamma inh | p53 reactivation | Menin MLL FP TR | Rab9 prom act | PKM2 activator
Cc1ccc(S(=O)(=O)Nc2ccccc2C(=O)Nc2nc(-c3ccc(F)cc3)cs2)cc1 | -76% | -12% | 16% | 28% | 6% | -20% | -18%
COc1cc(NC(=O)Cc2ccccc2)c(C(=O)O)cc1OC | -38% | -2% | 9% | 2% | 3% | -4% | -3%
CCn1c(C)nc2cc(C(=O)NNS(=O)(=O)c3ccc(C)c(C)c3)ccc21 | 0% | -3% | ? | -3% | -3% | 0% | 0%

The results go on:
canonical_smiles	Gal4-VP16 FLuc	BRCA1 expr up	NPC1 prom act	RORgamma inh	p53 reactivation	Giardia killer	FLuc modulator	Menin MLL FP TR	Rab9 prom act	PKM2 activator	ELG1 genotoxic
COCCn1c(Cc2ccccc2)nnc1SCC(=O)N1CCCC1=O	.	4%	-2%	.	-3%	-4	6%	.	-2%	.	-3%
O=C(NCC1COc2ccccc2O1)C1CCCN(S(=O)(=O)c2cnc[nH]2)C1 (stereo not drawn)	10%	0%	2%	13%	-4%	17	0%	-5%	-4%	-11%	-7%
OCC1(CO)COC(/C=C/c2ccccc2)=N1	5%	-23%	-3%	22%	-16%	-3	-1%	-13%	2%	4%[11.5 µM]	14%
COC(=O)c1ccc(NC(=O)CSc2nnc(CNc3ccc(OC)cc3)n2C)cc1	20%	-23%	1%	36%	12%	-12	?	6%	-3%	-1%	1%
COC(=O)Nc1nn(-c2ccc(C)cc2)c(=O)c(C#N)c1C	16%	0%	0%	-22%	9%	15	-2%	13%	-2%	.	-3%
O=C(NCCCN1CCOCC1)c1ccc2c(=O)n(-c3ccc(F)c(Cl)c3)c(=S)[nH]c2c1	-11%	-39%	-2%	-2%	-2%	-6	2%	7%	0%	4%	-17%
N=c1c2c(ncn1CCN1CCOCC1)Oc1ccc3ccccc3c1C2c1ccccc1 (stereo not drawn)	-5%	0%[1.84 µM]	-2%	-41%	-5%	-10	6%	-9%	-7%	10%	-2%
O=C(CN(c1ccccc1)S(=O)(=O)c1ccccc1)N1CCN(Cc2ccc3c(c2)OCO3)CC1	5%	-23%	0%	1%	-13%	-7	0%	-15%	-5%	2%	-18%
CC1(C)CC(=O)C(C(c2ccco2)C2C(=O)CC(C)(C)CC2=O)C(=O)C1	3%	7%	2%	-28%	-7%	-15	-2%	5%	2%	7%	-1%
Nn1c(SCC(=O)Nc2cc(S(=O)(=O)N3CCOCC3)ccc2Cl)nnc1-c1cccnc1	12%	-7%	1%	1%	-2%	-3	-1%	-1%	11%	0%	2%
CCC1Oc2ccc(C)cc2N(CC(=O)NCCN2CCOCC2)C1=O (stereo not drawn)	-1%	1%	0%	-4%	4%	-19	-7%	0%	1%	0%	0%
COc1ccccc1OCc1nnc(SCC(=O)N2CCCC2)o1	5%	-5%	-3%	-23%	-3%	10	0%	0%	-5%	.	-6%
CC(C)c1csc(CN2CCCC(CNC(=O)c3cccc4ccccc34)C2)n1 (stereo not drawn)	1%	-34%	1%	16%	0%	32[activator]	0%	.	2%	1%	-11%
O=C(C1=C(O)C(=O)N(CCN2CCOCC2)C1c1cccc(Br)c1)c1cccs1 (stereo not drawn)	3%	-11%	0%	-1%	0%	4	1%	.	14%	.	0%
CSc1ccc(Cl)c(C(=O)NCCCn2ccnc2)c1	2%	-23%	0%	21%	0%	-21	0%	-9%	1%	.	0%
NC(=S)c1cc2cc(Br)ccc2oc1=O	-2%	0%	0%	?	0%	11	7%	13%	-1%	3%	-13%
Cn1c(CCN2CCCCC2)nc2cc(NC(=O)COc3ccc(Cl)cc3)ccc21	6%	-21%	-2%	-1%	2%	11	8%	-8%	-4%	.	2%
Cc1ccc(S(=O)(=O)Nc2ccccc2F)cc1C(=O)N1CCN(c2ccccc2O)CC1	.	3%	-2%	.	6%	26	0%	.	0%	.	0%
O=C(O)c1cccc(S(=O)(=O)NCc2cccs2)c1	3%	-5%	-4%	-11%	6%	-1	8%	-11%	0%	-1%	0%
Cc1ccc(/C=N/n2cnc3sc(-c4ccccc4)cc3c2=O)o1	10%	?	17%	42%	10%	?	?	?	29%	2%	1%
CCOc1ccc(OCc2ccc(C(=O)Nc3ccc(Cl)cn3)o2)cc1	?	?	?	?	8%	-3	?	?	28%	2%	1%
CC(C)OCCCNC(=O)C1CCC(CNS(=O)(=O)c2ccccc2)CC1 (stereo not drawn)	-1%	-8%	-1%	17%	-9%	-4	8%	-11%	-5%	3%	0%
CCC1(CC)C(=O)N(C)C(=O)NC1=Nc1ccc(OC)cc1	6%	-19%	6%	28%	-4%	-12	3%	1%	-1%	-13%	1%
COCc1cc(C)nc(SCC(=O)Nc2ccccc2N2CCOCC2)c1C#N	-2%	3%	1%	-21%	-6%	-4	1%	.	-4%	-8%	-9%
Cc1ccc(Cn2ccc(NC(=O)c3c(-c4ccccc4Cl)noc3C)n2)cc1	-3%	-6%	0%	14%	-4%	4	3%	3%	-6%	1%	-2%
Cc1cc(NC(=O)CSc2nc3ccccc3[nH]2)no1	2%[0.365 µM]	7%	19%	-1%	-7%	-13	7%	-17%	-6%	-28%	-7%
Cc1ccccc1CSCC(=O)NC(=O)NC(C)(C)C	6%	-14%	-3%	44%	-1%	-1	3%	-8%	7%	-4%	0%
O=c1c2c(-c3ccccc3)csc2nc2c3ccccc3c(NCCN3CCOCC3)nn12	3.2µM*	-17%	-13%	1.6µM*	-9%	2	?	?	-17%	2%	-11%

Only part of the results is shown. The share of hits here may be higher or lower than overall.
